Compound activity as filed in PubChem BioAssay.
FBW7 activator: human FBW7 E3 ligase activation, primary screen. AID 1259310. AlphaScreen FBW7–phospho-cyclin E peptide binding, activator screen. normalized activity (activation), % at 26.1 µM. actives 0.13% (n = 650,000). Q969H0; in the data active = normalized activity above about 1.9%;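 note: purified mutant Fbw7 with reduced substrate affinity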
TEAD-YAP block: TEAD-YAP interaction inhibition; HEK-TIYL cells, TEAD-Gal4/YAP UAS-luciferase luminescence; inhibition, % at 9.12 µM; actives 1.4% (n = 640,000); AID 1259422; in the data active = inhibition above about 32%;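 note: 0% = median of test compound wells and 100% = reference inhibitor wells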
MITF inh: blocks human microphthalmia-associated transcription factor. O75030. AlphaScreen MITF homodimerization, bead proximity signal. inhibition, % at 2.6 µM. actives 0.91% (n = 650,000). AID 1259374; in the data active = inhibition above about 50%;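 note: 0% = vehicle wells with protein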
Target sequence (O75030 whole entry, looked up): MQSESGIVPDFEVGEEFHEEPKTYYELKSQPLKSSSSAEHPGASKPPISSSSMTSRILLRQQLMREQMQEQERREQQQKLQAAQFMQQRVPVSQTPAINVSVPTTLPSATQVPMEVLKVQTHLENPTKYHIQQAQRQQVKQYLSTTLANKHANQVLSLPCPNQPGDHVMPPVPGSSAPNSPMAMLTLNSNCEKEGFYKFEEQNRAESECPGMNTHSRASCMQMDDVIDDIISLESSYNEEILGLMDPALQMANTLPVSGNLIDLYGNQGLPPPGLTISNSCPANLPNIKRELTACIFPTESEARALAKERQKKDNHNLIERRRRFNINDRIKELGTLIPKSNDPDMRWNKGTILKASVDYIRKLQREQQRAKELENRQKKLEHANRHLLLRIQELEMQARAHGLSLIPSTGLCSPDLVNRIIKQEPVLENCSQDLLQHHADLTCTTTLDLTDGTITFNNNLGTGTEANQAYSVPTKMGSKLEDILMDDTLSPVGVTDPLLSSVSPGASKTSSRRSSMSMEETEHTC
GPR151 activ: activates the human receptor GPR151; PathHunter beta-arrestin GPR151 cells, luminescence; activation, % at 11.2 µM; actives 1% (n = 650,000); in the data active = activation above about 4.9%;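 note: 0% = median of compound wells and 100% = cells with positive control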
Target sequence (Q8TDV0 whole entry, looked up): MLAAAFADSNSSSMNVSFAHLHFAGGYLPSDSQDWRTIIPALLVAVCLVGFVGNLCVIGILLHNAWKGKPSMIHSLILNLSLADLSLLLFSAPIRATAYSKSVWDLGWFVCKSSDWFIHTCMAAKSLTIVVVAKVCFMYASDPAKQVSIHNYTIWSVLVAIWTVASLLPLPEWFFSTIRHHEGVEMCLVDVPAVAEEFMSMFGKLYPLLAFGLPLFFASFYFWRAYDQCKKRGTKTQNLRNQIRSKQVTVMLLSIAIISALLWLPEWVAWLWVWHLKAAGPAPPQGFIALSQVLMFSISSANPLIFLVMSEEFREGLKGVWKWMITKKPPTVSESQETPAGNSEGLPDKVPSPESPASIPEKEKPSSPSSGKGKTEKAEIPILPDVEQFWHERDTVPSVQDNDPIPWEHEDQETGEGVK
Numbers without * were called inactive; nt = no result given.

canonical_smiles | FBW7 activator | TEAD-YAP block | MITF inh | GPR151 activ
Cc1ccc(Nc2nc(-c3sc(N)nc3C)cs2)nc1 | -0.7 | -36 | 12 | -0.3
CSCCC(NC(=O)C(CC(C)C)NC(=O)C(C)NC(=O)C(Cc1cc2ccccc2[nH]1)NC(=O)C(Cc1ccccc1)NC(=O)C(CO)NC(=O)C(N)CC(N)=O)C(N)=O (stereo not given) | 0.0 | nt | -8 | 1.9
Cc1ccc2oc(-c3cc(NC(=O)c4cccc(F)c4)ccc3Cl)nc2c1 | 0.1 | 6 | 16 | 0.5
CC(C)CNC(=O)C(=O)NCC1CCCO1 (stereo not given) | 0.1 | 7 | -2 | 0.3
COc1ccc(C2CC(=O)C3=C(C2)Nc2ccccc2NC3c2ccc(OC(C)=O)cc2)cc1OC (stereo not given) | 0.6 | -10 | 22 | -1.2
COc1ccccc1NC(=O)c1ccc(C)cc1Cl | 0.4 | -24 | 1 | 1.3
CCOC(=O)/C=C/C(=O)Nc1cccc2ccccc12 | -0.4 | 27 | -6 | -0.5
COC(=O)COc1ccccc1/C=C1\SC(=O)N(CC(=O)Nc2ccc(C)cc2)C1=O | 0.0 | -1 | 0 | -0.4
COc1ccc2nc(NC(=O)CSc3nnc4n(N)cnn34)sc2c1 | 0.0 | -5 | 6 | -0.4
Cc1ncc(CN2CCC(CO)(CCOc3ccccc3)CC2)s1 | -0.1 | 1 | -5 | -0.7
COc1ccc(CCn2c(C)nc3ccccc3c2=O)cc1OC | 0.2 | 2 | 6 | -0.1
O=C1OC(c2cccs2)=N/C1=C\c1cccc(I)c1 | 0.1 | 0 | 0 | 0.0
O=c1c2cnn(-c3ccccc3)c2ncn1/N=C/c1ccncc1 | 0.0 | -6 | -6 | -0.7
CCOC(=O)c1ccc2nc(C)cc(Nc3cccc(O)c3)c2c1 | -0.1 | 75* | -2 | -1.5
Cc1ccc(-c2csc(NC(=O)c3ccc(S(=O)(=O)N(C)c4ccccc4)cc3)n2)cc1C | -0.2 | 8 | 1 | -0.1

Reprinted at random: 2 compounds from above.
canonical_smiles | FBW7 activator | TEAD-YAP block | MITF inh | GPR151 activ
CSCCC(NC(=O)C(CC(C)C)NC(=O)C(C)NC(=O)C(Cc1cc2ccccc2[nH]1)NC(=O)C(Cc1ccccc1)NC(=O)C(CO)NC(=O)C(N)CC(N)=O)C(N)=O (stereo not given) | 0.0 | nt | -8 | 1.9
Cc1ccc(-c2csc(NC(=O)c3ccc(S(=O)(=O)N(C)c4ccccc4)cc3)n2)cc1C | -0.2 | 8 | 1 | -0.1

(listing goes on)
canonical_smiles | FBW7 activator | TEAD-YAP block | MITF inh | GPR151 activ
COC(=O)c1c(NC(=O)c2cccnc2)sc2c1CCCC2 | 0.3 | 1 | -10 | -0.2
O=c1ccc(-c2cccs2)nn1C[C@H]1CCCN1S(=O)(=O)C1CCS(=O)(=O)C1 (stereo not given in full) | -0.1 | -9 | -8 | 0.7
CCN(CC)c1nc(NCCN(C(C)C)C(C)C)nc(N2CCN(Cc3ccc4c(c3)OCO4)CC2)n1 | -0.1 | -4 | 8 | -1.3
Cc1ccc(-c2cnc3ccccc3n2)cc1NC(=O)CNC(=O)Cc1ccccc1 | 0.5 | -25 | 11 | 0.4
Cc1nc2ccccc2n1CC1CCN(C(=O)Nc2ccccc2)CC1 | -0.1 | -1 | 43 | 0.8
O=C1NC(=O)C2C1C1C=CC2C12CC2 (stereo not given) | 0.2 | -1 | -6 | -0.1
COc1ccc(C2=NN(CC(=O)NCC3CCCO3)C(=O)CC2)cc1 (stereo not given) | 0.1 | 5 | 4 | 0.2
O=C(NCCN1CCOCC1)C1CCN(c2ccc(Nc3cnccn3)nn2)CC1 | 0.0 | 3 | 7 | 0.8
Cc1ccc(-n2ncc3c(=O)n(CC(=O)Nc4ccc5c(c4)OCCO5)cnc32)cc1C | 0.1 | 5 | -11 | -0.4
O=C(Cn1cnc2sc3c(c2c1=O)CCCC3)NCC(=O)N1CCCC1 | 0.0 | 17 | 2 | -0.3
Cc1ccc2cc(CN(Cc3cccs3)C(=O)c3cccs3)c3nnnn3c2c1 | 0.2 | -12 | 24 | 0.8
O=C(Cn1cc(NC(=O)CCOc2ccccc2)cn1)NCCN1CCOC1=O | -0.1 | -8 | -2 | -1.3
CCc1ccc(NC2=NCC(=O)N2Cc2ccccc2)cc1 | 0.1 | 7 | 7 | 1.5
Cc1ccc(-c2nc(C(N)=O)c3[nH]c(=O)n(CCc4ccccc4)c3n2)s1 | -0.3 | 2 | 4 | 0.7
COc1nn(C)cc1C(=O)NC1CCCCC1C (stereo not given) | 0.0 | 5 | 18 | 0.4
CCN1C(=O)C2C(c3ccc(N(C)C)cc3)NC(CO)(C(=O)OC)C2C1=O (stereo not given) | 0.1 | -2 | -15 | -1.5
O=C(CC1C(=O)NCCN1CC(c1ccccc1)c1ccccc1)NCCCn1cccn1 (stereo not given) | 0.0 | 1 | -9 | -1.0
CC(C)[C@H]1CN(C)CCN1C(=O)CCc1nnc(-c2ccc(-c3ccccc3)cc2)o1 | 0.1 | 3 | 3 | 1.5
COc1ccc(CNC(=O)C2(S(=O)(=O)c3ccc(Cl)cc3)CC2)cc1 | 0.0 | 4 | -103 | 0.6
O=C(Nc1ccc(N2CCCC2)c(Cl)c1)c1ccc(Br)o1 | 0.5 | -33 | 17 | -1.0
O=C(Nc1cccc(-c2ccc(F)cc2)c1)C1CCCN(C(=O)CN2CCCC2=O)C1 (stereo not given) | 0.1 | 3 | 4 | 1.3
CCOC(=O)c1c(CNc2cccc(C(N)=O)c2)n(C)c2cc(Br)c(OC(C)=O)cc12 | 0.3 | -8 | 16 | -0.3
Cc1cccc(N(C)c2ccnc3c(-c4ccc(N5CCN(C)CC5)nc4)cnn23)c1 | -0.6 | 0 | 10 | 0.2
CCC(=O)C1=C(c2ccc([N+](=O)[O-])cc2)N(C(=O)CC)n2c(C)nnc2S1 | -0.8 | 8 | 9 | -1.0
O=C(CN(Cc1ccccc1)C(=O)Cn1nnc(-c2ccc(F)cc2)n1)NC1CCCC1 | -0.1 | 4 | 5 | 1.0
Cn1c(=O)[nH]c(=O)c2c1nc(N/N=C/c1ccccc1)n2CCc1ccccc1 | 0.7 | -17 | 21 | -0.5
CSC1=C(C#N)C(c2ccc(C(C)C)cc2)CC(=O)N1 (stereo not given) | 0.0 | 3 | 17 | -0.4
CN1C(=O)C(O)(CC(=O)c2ccccc2)c2cc([N+](=O)[O-])ccc21 (stereo not given) | -0.1 | -1 | 7 | -1.5
O=[N+]([O-])c1ccc(S(=O)(=O)c2ccccc2)cc1 | -0.1 | 10 | 3 | 2.7
O=C(NC1CCCCC1)c1ccccc1Cl | -0.1 | -18 | -2 | 0.2

Entries of single compounds, looked up by structure:
Results for COc1ccc(CNC(=O)C2(S(=O)(=O)c3ccc(Cl)cc3)CC2)cc1 = FBW7 activator: 0.0; TEAD-YAP block: 4; MITF inh: -103; GPR151 activ: 0.6
Results for COC(=O)COc1ccccc1/C=C1\SC(=O)N(CC(=O)Nc2ccc(C)cc2)C1=O = FBW7 activator: 0.0; TEAD-YAP block: -1; MITF inh: 0; GPR151 activ: -0.4

Continuation:
Value order – FBW7 activator, TEAD-YAP block, MITF inh, GPR151 activ
CC(C)n1cnc2c(Nc3ccc(N4CCOCC4)cc3)nc(Nc3ccc4ncccc4c3)nc21
    0.2, 10, 8, 0.4
CN1/C(=C\C(=O)COC(=O)/C=C/c2ccco2)C(C)(C)c2ccccc21
    -0.1, -5, -4, 0.8
O=C1CCCN1CCCn1c(=S)[nH]c2cc3ccccc3cc2c1=O
    0.1, 1, 66*, -0.8
CCc1n[nH]c(=S)n1/N=C/c1ccsc1
    -0.2, 1, 0, 0.8
COC(=O)C1CCCN1C(=O)c1cc(OC)c(OC)c(OC)c1 (stereo not given)
    -0.2, -1, 3, -1.1
CN(C)C(=S)Nc1ccccc1N1CCOCC1
    0.1, -6, 10, 0.0
COc1ccccc1Cn1c(=S)[nH]c2cc(C(=O)N3CCCC3)ccc2c1=O
    0.1, 6, 1, 0.0
O=C(CCOc1ccccc1)Nc1ccc(O)c(-c2nc3ccccc3s2)c1
    0.0, -7, -4, -1.3
Cn1c(CN2CCCC2)nc2cc(NS(=O)(=O)c3ccccc3)ccc21
    0.1, -1, 22, -0.8
O=C(COc1ccc([N+](=O)[O-])cc1)Nc1ccc(S(=O)(=O)N2CCOCC2)cc1
    -0.1, -14, -4, 2.2
O=C(NC(=S)Nc1cccc([N+](=O)[O-])c1)c1cccs1
    0.1, -15, -10, 0.7
Cc1ccccc1/C=C/C(=O)Nc1ncc(Cc2ccccc2Cl)s1
    0.0, -9, -7, 0.4
O=C1CCN(C(=O)CCc2nnc(CCCCc3ccccc3)o2)CCN1
    -0.1, -2, -3, -1.0
CN(C)CCCC(=O)c1ccc2c(c1)OCO2
    0.0, 1, -3, 1.8
Cc1nc(NCc2ccco2)cc(-c2cccnc2)n1
    -0.1, -1, 2, 1.7
Cc1cccc(C2CC(=O)NC3=C2C(=O)CCC3)c1 (stereo not given)
    -0.1, 6, 7, -0.9
O=C(CCCn1cncn1)N1CCOc2ccc(C3=CCCCC3)cc2C1
    -0.4, -10, -20, -1.6
CS(=O)(=O)N1CCN(C2CCCCCCC2)CC1
    0.0, -4, 0, 3.1
Fc1cccc(F)c1CN1CCc2nnc(C3CCCO3)n2CC1 (stereo not given)
    0.7, 1, 12, -1.0
Cc1ccc(C)c(OCC(=O)Nc2ccc(Br)cc2C(=O)O)c1
    0.2, -1, -6, 0.3
O=C(Nc1ccc(OCC(=O)N2CCOCC2)cc1)c1cccs1
    -0.1, -10, -2, -0.2
Cc1cc(C)nc(Nc2n[nH]c(COc3ccccc3)n2)n1
    0.1, -14, 6, 5.7*
CCOC(=O)C1=C(c2ccccc2)N=c2s/c(=C\c3ccc(OCc4ccccc4Cl)cc3)c(=O)n2C1c1ccc(Cl)cc1 (stereo not given)
    0.0, -5, -13, -1.5
CN(C)S(=O)(=O)c1ccc(Br)c(C(=O)O)c1
    0.1, 2, 3, -0.1
O=C(CNC(=O)C(c1ccccc1)c1ccccc1)NC1CCCCCC1
    0.1, -1, -3, -0.2
CCOc1cccc(-c2cc(C(=O)N3CCN(Cc4ccccc4)CC3)c3ccccc3n2)c1
    0.2, 9, -3, 0.4
CC(=O)Nc1ccc(C2=N/C(=C/c3cccc(OC(=O)c4cccs4)c3)C(=O)O2)cc1
    0.2, -13, -10, -2.2
COc1cccc(CN2CCN(CCOCCO)CC2)c1OC
    -0.1, 1, -7, 0.9
CCc1ccc(CN2CCc3nnc(C(CC(C)C)NC(C)=O)n3CC2)cc1 (stereo not given)
    1.3, 16, 27, -2.1
CC(C)=CC1C=C(C)C(C)C(C)C1COC(=O)c1ccco1 (stereo not given)
    0.0, -2, -2, -0.2
COc1ccc(C(=O)n2c(=S)nc3cccc(C)n32)cc1
    0.0, 11, -2, 1.7
Cc1ccc(C2CC(c3cccs3)=NN2C(=O)CSc2nnc(CNC(=O)Cc3ccccc3)n2CCc2ccccc2)cc1 (stereo not given)
    -0.2, 1, -3, 0.9
CC(C)N(CCNCC(O)COc1ccc(C#N)cc1)C(C)C (stereo not given)
    -0.2, -1, 48, -0.6
CN(C)C(=O)c1ccc(NC(=O)CSc2nc(N)cc(N)n2)cc1
    0.1, -3, 7, 0.8
COc1ccc(S(=O)(=O)Nc2cccc([N+](=O)[O-])c2C)cc1
    0.1, 7, 10, -0.5
COc1ccc(C(=O)N2C(=S)C(c3ccccc3)=NC2(C)C)cc1
    0.2, -2, 22, 2.0
CC1(C)Cc2cccc(OCC(=O)Nc3ccc(Cl)cc3)c2O1
    -0.1, -20, -4, -0.3
Cc1cc(C)nc(NS(=O)(=O)c2ccc(NC(=O)c3ccc(F)cc3)cc2)n1
    -0.1, -13, 9, 1.0
COc1ccc(CSc2nnc3nc(C)cc(C)n23)cc1
    0.1, -7, -9, -0.3
c1ccc2sc(-c3cnc(NCCCn4ccnc4)nc3)cc2c1
    -0.2, -14, 3, -1.2
CC[n+]1c(/C=C/N(C)C)sc2ccccc21
    0.1, 4, -1, 0.1
Cn1ccc(C(=O)NCC2Cc3cc(-c4cnccn4)cc(Cl)c3O2)n1 (stereo not given)
    0.1, -1, 18, 0.5
O=C(CCc1nnc(Cc2ccc3c(c2)OCO3)o1)NCc1nc2c(s1)CCCC2
    -0.1, 14, -3, -0.4
CCN(CC1CCCO1)C(=O)CCc1nnc(Cc2ccc3c(c2)OCO3)o1 (stereo not given)
    0.1, 1, 18, -1.3
Cc1c(CNC2CCC(C)CC2)c(C(=O)O)c(C)n1Cc1ccccc1 (stereo not given)
    -0.3, -8, 25, -0.2
CCc1nc(SCC(=O)Nc2ccc(S(N)(=O)=O)cc2)n[nH]1
    0.0, 3, 7, -1.0
COc1cccc2cc(C(=O)NCCOC34CC5CC(CC(C5)C3)C4)c(=O)oc12
    0.0, -3, 3, -0.5
CCn1c(=O)n(CC(=O)N2CCN(c3ccccc3)CC2)c(=O)c2ccccc21
    0.5, 6, 9, -0.2
CCCNC(=O)Cn1cnc2sc(C(=O)N3CCN(c4cccc(Cl)c4)CC3)c(C)c2c1=O
    -0.1, 2, -4, 1.5
O=C(c1ccc(Cn2c(=S)[nH]c3ccc(Br)cc3c2=O)cc1)N1CCN(Cc2ccc3c(c2)OCO3)CC1
    -0.1, 6, -11, -0.2
CC(C(=O)O)N1C(=O)/C(=C\c2cccc(O)c2)SC1=S (stereo not given)
    -0.1, 0, 22, -0.9
O=C(CCc1ccccc1)Nc1ccc(-c2cn[nH]c2)cc1
    0.0, -27, -1, 0.8
Cc1csc2ncc(C(=O)N(C)c3ccccc3)c(=O)n12
    0.2, 1, 15, -1.3
O=C(CN1CCN(C(c2ccccc2)c2ccccc2)CC1)NC(=O)NCc1ccco1
    -0.2, 1, 2, 0.6
Cc1ccccc1/C=N/Nc1ncnc2nc[nH]c12
    -0.1, -5, 9, 4.4
